# Source: PubChem
# MCL1-BIM inh – inhibitors of human MCL1 binding to BIM-BH3 peptide | Q07820 | inhibition, % at 10.9 µM | GST-MCL1 / FITC-Bim-BH3 fluorescence polarization | 320,000 compounds, 0.68% hits;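 active means inhibition above the mean inhibition of all tested compounds plus 3 SD, set per campaign, cut at about 40% in these data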;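 further: 0% = DMSO wells and 100% = unlabeled Bim-BH3 peptide control; higher means more loss of mP so more displacement of Bim peptide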
# GLD-1 TGE inh – GLD-1-TGE RNA interaction inhibition (C. elegans); AID 2280; purified GLD-1 + fluorescein TGE RNA, fluorescence polarization; inhibition, % at 5.96 µM; Q17339; 320,000 compounds, 0.44% hits;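 active means percent inhibition above a per-plate cutoff, the plate mean of test compounds plus 3 SD, cut at about 30% in these data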;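 further: 0% = DMSO wells with GLD-1 and probe and 100% = wells lacking GLD-1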
# Yeast superoxide – lowers age-related superoxide in aged yeast cells | S. cerevisiae aged cells, superoxide DHE fluorescence; hits give low values | superoxide response (% of plate mean), % at 10 µM | 330,000 compounds, 0.18% hits;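 active means superoxide response under a set limit, about three screen SD below normal, cut at about 65% in these data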;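 further: yeast aged for seven days with compound at 30 °C before DHE staining; 100% = average MFI of all compound-treated wells on the plate with controls excluded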
# MEX-5 binding – C. elegans MEX-5 TCR-2 RNA binding activity; 300,000 compounds, 0.38% hits; activity score (negative = inhibition of binding), % at 10 µM; AID 1832; Q9XUB2; MEX-5/FITC-TCR2 RNA binding, fluorescence polarization; hits give low values;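 active means inhibition past about -25% in most replicates, and total fluorescence under double the plate's negative control median, limit read from the data; inconclusive means replicates evenly split on the limit, or fluorescence at least double controls; inactive means too little inhibition in most replicates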;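 further: 0% = DMSO and -100% = 5 µM competing unlabeled TCR2 RNA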
# GRK2 aptamer HTS – inhibitors of human GRK2 displacing RNA aptamer; bead flow cytometry, FAM-aptamer displacement from GRK2; inhibition of aptamer binding, % at 10 µM; 330,000 compounds, 0.59% hits;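 active means inhibition of aptamer binding above 40%, roughly 3 SD of noise, on plates passing a quality check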;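 further: median bead fluorescence of bound FAM aptamer so fluorescent compounds give negative values; no value below 0 was filed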
# VLA-4 inh – inhibition in a human VLA-4 binding assay; P13612; VLA-4 expressing cells, ligand binding flow cytometry; inhibition, % (about 7 µM as worked out from the volumes in the protocol); 330,000 compounds, 0.2% hits; AID 2557; in the data active means inhibition above about 50%
# Target sequence (P13612 whole entry, looked up): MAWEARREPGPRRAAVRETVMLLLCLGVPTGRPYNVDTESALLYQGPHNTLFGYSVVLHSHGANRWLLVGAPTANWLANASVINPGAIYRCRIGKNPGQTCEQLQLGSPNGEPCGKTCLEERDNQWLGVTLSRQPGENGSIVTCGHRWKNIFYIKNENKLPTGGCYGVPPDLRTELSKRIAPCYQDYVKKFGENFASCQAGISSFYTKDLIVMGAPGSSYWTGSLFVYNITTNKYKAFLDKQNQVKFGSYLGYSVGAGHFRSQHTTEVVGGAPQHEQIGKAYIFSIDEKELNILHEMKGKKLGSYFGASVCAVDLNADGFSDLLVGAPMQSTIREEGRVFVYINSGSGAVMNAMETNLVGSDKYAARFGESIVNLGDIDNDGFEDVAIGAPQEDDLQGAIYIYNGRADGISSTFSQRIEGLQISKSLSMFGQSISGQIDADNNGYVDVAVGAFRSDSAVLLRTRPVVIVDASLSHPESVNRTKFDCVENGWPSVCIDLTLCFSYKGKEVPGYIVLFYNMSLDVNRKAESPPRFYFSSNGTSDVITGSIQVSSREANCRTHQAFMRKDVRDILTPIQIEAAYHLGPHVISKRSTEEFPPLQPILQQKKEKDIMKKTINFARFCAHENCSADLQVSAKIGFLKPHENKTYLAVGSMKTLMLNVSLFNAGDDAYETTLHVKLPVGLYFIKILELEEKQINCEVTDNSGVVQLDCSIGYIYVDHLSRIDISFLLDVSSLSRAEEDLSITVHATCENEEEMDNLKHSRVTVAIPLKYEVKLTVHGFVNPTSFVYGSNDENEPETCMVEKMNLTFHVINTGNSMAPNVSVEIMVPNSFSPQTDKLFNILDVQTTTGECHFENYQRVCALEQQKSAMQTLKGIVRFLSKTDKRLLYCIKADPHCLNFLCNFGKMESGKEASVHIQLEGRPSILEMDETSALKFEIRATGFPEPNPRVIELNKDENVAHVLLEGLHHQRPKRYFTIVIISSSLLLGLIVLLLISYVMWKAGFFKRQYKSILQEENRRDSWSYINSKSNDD
# BCLXL inh – blocks human Bcl-xL binding to Bim BH3 peptide | Q07817 | GST-Bcl-xL / FITC-Bim BH3 peptide fluorescence polarization | inhibition, % at 10.9 µM | 320,000 compounds, 0.7% hits | AID 2129;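 active means inhibition above the mean of all tested compounds plus 3 SD, cutoff set per campaign, cut at about 30% in these data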;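 further: 0% = DMSO wells and 100% = unlabeled Bim-BH3 peptide competitor; inhibitors lower millipolarization by displacing the labeled peptide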
# CIT2-GFP yeast – alters CIT2-GFP fluorescence in TOR pathway yeast screen. S. cerevisiae CIT2-GFP strain, flow cytometry, 3 h; 100 means same as DMSO wells. GFP response vs DMSO, % at 10 µM. 320,000 compounds, 0.065% hits;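 active means GFP response relative to DMSO above a set limit, near the screen mean plus 3 SD, cut at about 150% in these data; inconclusive means Fewer than 70 cells measured for a yeast strain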;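 further: ratio of well median GFP fluorescence to mean of DMSO wells on the plate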
# AGP1 TOR yeast – yeast TOR pathway AGP1-GFP modulation. GFP response vs DMSO, % at 10 µM. S. cerevisiae AGP1-GFP multiplex flow cytometry, 3 h; GFP as percent of DMSO wells. 320,000 compounds, 0.02% hits. AID 2066;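 active means GFP response relative to DMSO above a set limit, near screen average plus 3 SD, cut at about 150% in these data; inconclusive means fewer than 70 cells counted for the yeast strain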;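 further: median GFP channel fluorescence of the gated AGP1 strain per well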
# * = called active by the depositor; ? = inconclusive; . = not tested or not shown.
smiles,MCL1-BIM inh,GLD-1 TGE inh,Yeast superoxide,MEX-5 binding,GRK2 aptamer HTS,VLA-4 inh,BCLXL inh,CIT2-GFP yeast,AGP1 TOR yeast
COc1ccc(-c2csc(NC(=O)c3cc(C)on3)c2C#N)cc1OC,1,2,107,2.5,0,2,0,104,107
O=C(c1cc(-c2ccccc2)on1)N1CCN(c2ccccc2)CC1,-8,-3,111,-2.8,0,-1,-2,97,94
CC(C)C(=O)Nc1cc(S(=O)(=O)N2CCOCC2)ccc1N1CCCCC1,.,1,99,.,2,0,.,98,98
OCc1ccccc1N=Cc1cccnc1,-2,5,99,-2.0,1,7,6,104,102
COc1ccc(C2CC(=O)c3c(O)cc(O)cc3O2)c(CC=C(C)C)c1OC (centres undefined),6,8,89,0.8,1,22,0,93,97
O=C1NC(=Nc2ccccc2)/C(=C/c2ccco2)S1,47*,-36,113,-2.9,2,-4,42*,101,101
Cc1ccc(S(=O)(=O)C2(C(=O)Nc3nccs3)CC2)cc1,10,4,94,.,9,27,5,96,94
CCOC(=O)C1CCCN(S(=O)(=O)c2cc(Br)cc3c2N(C(C)=O)CC3)C1 (centres undefined),-1,8,75,-1.4,1,-8,3,102,100
CCNC(=S)N1CCN(CCN=CC2=C(O)CC(C)(C)CC2=O)CC1,4,3,117,-2.8,1,16,3,100,103
CN1CCN(C(=O)/C(=C/c2cn(C)c3ccccc23)NC(=O)c2ccccc2)CC1,0,-7,91,-2.1,1,0,5,91,92
CCOC(=O)c1sc(NC(=O)C2CCC2)cc1C,-2,-1,93,-0.2,2,3,1,97,95
CCn1cc(C(=O)N2CCCC(CO)(Cc3ccccc3C)C2)cn1 (centres undefined),-5,1,99,-5.6,0,9,7,105,104
COc1ccc(-c2cc3ccc(OCC(C)=O)cc3oc2=O)cc1,8,8,96,-1.9,0,11,9,101,72
O=S(=O)(c1ccc(Cl)nc1)N1CCN(Cc2ccc3c(c2)OCO3)CC1,6,-5,100,0.3,0,0,3,100,104
CCOC(=O)c1sc(N)c(C#N)c1CSc1nnc(C2CC2)n1N,-8,-5,73,3.8,1,8,3,105,105

# Continued:
smiles,MCL1-BIM inh,GLD-1 TGE inh,Yeast superoxide,MEX-5 binding,GRK2 aptamer HTS,VLA-4 inh,BCLXL inh,CIT2-GFP yeast,AGP1 TOR yeast
O=C(ON=C1CCN(S(=O)(=O)c2ccccc2)CC1)c1cccc(Cl)c1,-1,4,83,-0.3,0,14,-7,94,95
Cc1cc(=O)oc2cc(OCC(=O)N3CCN(c4ccc(F)cc4)CC3)c(Cl)cc12,3,2,104,2.4,0,3,3,90,99
O=C(CCC1CCCC1)Nc1ccc(OCC(=O)N2CCOCC2)cc1,3,-5,95,1.8,0,6,5,104,94
O=[N+]([O-])c1ccccc1/C=N/N1CCN(Cc2ccccc2)CC1,3,-1,97,-3.6,0,1,7,94,89
O=C(CN1CCCCCC1)N/N=C/c1ccc(Cl)c(Cl)c1,2,1,106,-0.9,2,3,0,102,101
CCn1ncc(NC(=O)Nc2cccc(C(F)(F)F)c2)c1C(N)=O,-6,4,98,.,0,12,-1,96,99
CCn1c(O)c(/C=C2\C=NN=C2c2ccc(C)cc2)sc1=S,1,-9,94,-0.4,3,12,0,97,101
COc1cc(S(=O)(=O)Nc2cccc(C)c2)ccc1NC(=O)c1ccncc1,5,0,98,6.4,2,29,4,96,95
N#Cc1c(N2CCCC2)nsc1-c1ccccc1,1,10,90,0.5,0,7,3,108,98
CCN(CC)CCNC(=O)CCc1c(C)nc2c(c(C)nn2-c2ccc(C)cc2)c1C,.,.,98,2.4,0,10,.,92,95
O=C(Nc1nnc(C2=COCCO2)o1)c1ccc(Br)cc1,4,5,100,1.7,0,-17,6,99,97
O=C(COC(=O)/C=C/c1cccc([N+](=O)[O-])c1)Nc1cccnc1Cl,.,5,85,.,0,0,.,103,106
O=[N+]([O-])c1ccc(S(=O)(=O)Nc2nnc(C3CCCCC3)s2)cc1,5,1,103,-0.3,19,-23,4,94,97
Cc1nc(NS(=O)(=O)c2ccccc2)sc1C(=O)NNS(=O)(=O)c1ccccc1,8,12,91,-1.5,0,1,3,108,104
O=C1c2ccccc2C(=O)C1c1ccc2ccccc2n1,11,4,102,?,2,-11,4,90,91

# Continued, overlapping the part above by 6 compounds.
smiles,MCL1-BIM inh,GLD-1 TGE inh,Yeast superoxide,MEX-5 binding,GRK2 aptamer HTS,VLA-4 inh,BCLXL inh,CIT2-GFP yeast,AGP1 TOR yeast
CCN(CC)CCNC(=O)CCc1c(C)nc2c(c(C)nn2-c2ccc(C)cc2)c1C,.,.,98,2.4,0,10,.,92,95
O=C(Nc1nnc(C2=COCCO2)o1)c1ccc(Br)cc1,4,5,100,1.7,0,-17,6,99,97
O=C(COC(=O)/C=C/c1cccc([N+](=O)[O-])c1)Nc1cccnc1Cl,.,5,85,.,0,0,.,103,106
O=[N+]([O-])c1ccc(S(=O)(=O)Nc2nnc(C3CCCCC3)s2)cc1,5,1,103,-0.3,19,-23,4,94,97
Cc1nc(NS(=O)(=O)c2ccccc2)sc1C(=O)NNS(=O)(=O)c1ccccc1,8,12,91,-1.5,0,1,3,108,104
O=C1c2ccccc2C(=O)C1c1ccc2ccccc2n1,11,4,102,?,2,-11,4,90,91
CCN(c1ccccc1)S(=O)(=O)c1ccc(Cl)c(NC(=O)COC(=O)c2cccc(OC)c2O)c1,-4,-3,92,0.1,0,12,2,99,102
S=C(NCc1ccc2c(c1)OCO2)NCc1ccc2c(c1)OCO2,4,2,102,1.4,4,5,2,109,111
O=C(CCCCCn1c(=O)[nH]c2ccsc2c1=O)N1CCCCC1,-2,-7,118,1.3,0,-2,0,98,106
O=C(COC(=O)c1ccc(Br)o1)Nc1ccc(F)cc1[N+](=O)[O-],.,3,119,.,2,3,.,97,96
COc1ccc(OC)cc1,.,0,92,.,0,12,.,98,103
CS(=O)(=O)N1CCC(Oc2ccccc2C(=O)NC(C2CC2)C2CC2)CC1,3,2,95,0.8,4,24,3,79,89
COc1ccc(N(C(C)C(=O)N/N=C/c2cc(Br)c(C)o2)S(C)(=O)=O)cc1 (centres undefined),15,0,105,-1.3,1,6,3,106,102
O=C(Nc1cc(S(=O)(=O)N2CCOCC2)ccc1N1CCOCC1)c1cc2c(s1)CCC2,3,-1,100,0.0,12,1,0,88,100
CCCn1nnnc1NCc1ccccc1F,4,0,103,1.9,1,13,3,96,95
O=C(Cn1c2ccccc2c2nc3n(c(=O)c21)CCS3)Nc1ccccc1,5,3,99,2.0,0,10,5,99,104
Cc1ccccc1NC(=O)CN1C(=O)N/C(=C\c2ccccc2OCc2ccc(C(=O)O)cc2)C1=O,26,2,98,-0.6,4,20,2,104,99
CCC(c1nnnn1Cc1ccc(F)cc1)N1CCN(C2CCCCC2)CC1 (centres undefined),-5,-5,99,-2.7,0,2,-3,91,94
CCN(CC)c1nc(C)c(C(=S)Nc2cc([N+](=O)[O-])ccc2Cl)s1,-53,-33,98,-1.2,1,-11,-29,98,102
O=C(NCCN1CCOCC1)/C(=C\c1ccc(Br)cc1)NC(=O)c1cccs1,4,-2,98,-0.5,0,14,1,97,92
S=C(NCCc1c[nH]c2ccccc12)NC1CCCC1,4,3,101,1.1,4,5,3,94,99

# The results go on.
molecule,MCL1-BIM inh,GLD-1 TGE inh,Yeast superoxide,MEX-5 binding,GRK2 aptamer HTS,VLA-4 inh,BCLXL inh,CIT2-GFP yeast,AGP1 TOR yeast
COc1ccc(Cl)cc1N(C(=O)c1ccco1)C(C(=O)NC1CCCC1)c1ccco1 (centres undefined),-1,12,82,-1.2,3,-7,4,100,100
c1cn2cc(CSC3CCCCC3)nc2s1,14,11,97,-2.8,1,1,12,104,100
CS(=O)(=O)c1ccccc1C(=O)Nc1cc(Cl)ccc1-n1cncn1,3,1,96,0.5,0,0,1,97,111
CNC(=O)c1cccc(NC(=O)c2cc(-c3ccccc3)nc3c2cnn3C(C)C)c1,-14,2,122,.,0,10,-10,85,98
Cc1ccc([N+](=O)[O-])cc1S(=O)(=O)N1CCCN(C)CC1,5,-4,103,-1.8,5,14,4,101,103
Cc1n[nH]c(=S)n1Cc1ccccc1,-1,1,85,3.2,0,2,-7,106,105
O=C(CN1C(=O)c2ccccc2C1=O)Nc1cccc(Cl)c1,4,0,102,0.0,4,1,7,97,100
O=C1c2cnc3nc(SCc4cccc(Cl)c4)nn3c2CC2c3ccccc3CCN12 (centres undefined),-1,-3,137,3.1,2,-9,1,128,91
S=C1NC[C@H](Cc2ccccc2)N1CCc1cccc2ccccc12,4,-3,106,2.2,3,8,2,68,80
CC(OC(=O)CNC(=O)c1ccc(Br)cc1)C(=O)NC1CCCCC1C (centres undefined),-6,-3,86,.,2,45,-1,95,93
CCCCN=C1NN=C(c2cc3ccccc3o2)CS1,-10,-8,87,3.6,4,2,0,95,101
O=C1c2ccccc2NC(c2cccc(O)c2)N1O (centres undefined),9,3,93,0.7,0,1,6,101,101
CCN1CCN(S(=O)(=O)c2ccc(Cl)c(C(=O)NC3CCCCC3)c2)CC1,-8,-6,103,-0.3,0,21,-9,96,102
O=C(Nc1ccccc1C(F)(F)F)c1cc(-c2ccco2)on1,1,-5,112,-0.5,1,2,5,103,104
COc1cc(OC)cc(-c2c(C#Cc3ccsc3)c3cc(-c4ccc(OC)nc4)ccc3n2C)c1,1,-20,107,.,0,15,-2,89,91

# The list goes on:
molecule,MCL1-BIM inh,GLD-1 TGE inh,Yeast superoxide,MEX-5 binding,GRK2 aptamer HTS,VLA-4 inh,BCLXL inh,CIT2-GFP yeast,AGP1 TOR yeast
O=C(Nc1ccc(Cl)cc1)Nc1nc(-c2ccccc2O)cs1,7,13,108,0.7,3,4,3,92,98
CN(C)CCCNc1oc(-c2ccc(Cl)cc2)nc1S(=O)(=O)c1ccccc1,.,-1,108,.,0,13,.,88,95
Cc1ccc(-c2nc(C#N)c(NCc3ccco3)o2)cc1,-7,6,97,0.0,0,1,0,89,86
COc1ccc(-c2nc(Cn3c(SCc4cccc(F)c4)nc4ccncc43)c(C)o2)cc1OC,-19,-3,115,0.0,3,1,-7,95,95
O=C(CN1CCN(c2ccc(O)cc2)CC1)Nc1cc(S(=O)(=O)N2CCOCC2)ccc1Cl,13,18,98,1.1,0,30,19,98,96
